H37Rv inhibition: M. tuberculosis growth inhibition, HTS (AID 449762); hit rate 0.59% among 330,000; M. tuberculosis H37Rv growth inhibition, 7H9 media; higher % means a stronger effect; one-dose inhibition, % at 25 µM; IC50 in µM for titrated hits; in the data active = a potency from the dose series; inconclusive = inhibition above about 70% without an active follow-up result;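 also: bacterial growth assessed after seven days of incubation; strong numbers were not always called active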
tuberculosis growth: growth inhibition of non-replicating M. tuberculosis (AID 488890) | hit rate 0.39% among 320,000 | Mycobacterium tuberculosis non-replicating, growth inhibition; higher % means a stronger effect | inhibition, % at 25 µM, or IC50 in µM where a hit was titrated; in the data active = a potency from the dose series; inconclusive = inhibition mostly from about 82% at the one dose, without a potency; inactive = the rest, 99 in 100 with inhibition below about 76%;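 also: plate controls were DMSO cells for no effect and high antibiotic wells for full effect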
H1N1 NS1A inhibition: H1N1 influenza NS1A inhibitors, functional cell based assay (AID 504329); NS1A functional cell-based assay, percent inhibition; higher % means a stronger effect; inhibition, % at 12.5 µM, or IC50 in µM where a hit was titrated; hit rate 0.3% among 340,000; in the data active = a potency from the dose series; inconclusive = inhibition above about 27% without an active follow-up result; also: strong numbers were not always called active
VEEV TC-83 Vero: inhibitors of VEEV TC-83 cytopathic effect, confirmation, Vero cells (AID 588727); inhibition, % at 20 µM, or IC50 in µM where a hit was titrated; hit rate 0.13% among 350,000; Vero cells, VEEV TC-83 cytopathic effect inhibition; higher % means a stronger effect; in the data active = a potency from the dose series; inconclusive = inhibition mostly from about 14% at the one dose, without a potency; inactive = the rest, 99 in 100 with inhibition below about 12%; also: strong numbers were not always called active
PhoP GFP inhibition: Inhibition of PhoP regulon, Salmonella typhi GFP reporter cells, confirmation, 4 h (AID 1850); Salmonella Typhi PhoP-promoter GFP reporter, fluorescence, 4 h; higher % means a stronger effect; inhibition, % at 50 µM; hits with a dose series show IC50 in µM; hit rate 0.33% among 310,000; in the data active = a potency from the dose series; inconclusive = inhibition mostly from about 25% at the one dose, without a potency; inactive = the rest, 99 in 100 with inhibition below about 19%;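 also: 0% = induced wells with vehicle and 100% = uninduced wells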
VEEV TC-83 Vero 10K pilot screen: recorded beside VEEV TC-83 Vero, whose call it bears; inhibition, %; measured here: 10K pilot screen inhibition
The depositor's hits bear a star; i = inactive; ? = inconclusive; . = no result given.

SMILES | H37Rv inhibition | tuberculosis growth | H1N1 NS1A inhibition | VEEV TC-83 Vero | PhoP GFP inhibition | others
Cc1ccc(-n2c(O)c(/C=N/NC(=O)C3COc4ccccc4O3)c3ccccc3c2=O)cc1 (stereo not drawn) | 4% | 23% | -8% | 8.6% | 7%
NS(=O)(=O)c1ccc(CCNC(=O)CCCOc2ccccc2)cc1 | 3% | -5% | -1% | i | -1%
CCOC(=O)Cc1n[nH]c(=O)c2ccccc12 | -5% | -2% | -4% | 1.5% | 3% | VEEV TC-83 Vero 10K pilot screen=0.6
CC1=C(C(=O)N(C)Cc2ccccc2)C2(CCC(C)CC2)OC1=O (stereo not drawn) | -4% | -5% | -5% | 2.8% | -9%
Cc1ccc(-n2ncc3c2ncn2c(C)nnc32)cc1C | 8% | 9% | 6% | 3.8% | -6%
Cc1ccc(N2Cc3ccccc3C2=S)cc1 | 4% | 6% | -9% | 3.0% | 0%
O=S(=O)(c1ccccc1)c1nc(-c2cccc(Cl)c2)oc1N1CCOCC1 | -11% | 3% | 26% | 10% | -6%
CC(=O)Nc1ccc(S(=O)(=O)N2CCN(C(=O)Cc3ccccc3)CC2)cc1 | -9% | -24% | 5% | 1.5% | -8%
COc1ccc(-c2nc(-c3cccs3)c(-c3cccs3)[nH]2)cc1OC | ? | -3% | 8% | 9.4% | 1%
CCC(=O)NCCc1cc2ccc(C)cc2[nH]c1=O | -7% | . | 3% | 9.1% | .
Cc1ccc(S(=O)(=O)Cc2ccc(C(=O)NCc3ccc4c(c3)OCO4)o2)cc1 | 1% | 13% | -1% | 4.5% | -5%
COc1ccc(C(C(=O)NC(C)(C)C)N(C(=O)CCC(=O)Nc2ccccn2)C2CCCCC2)cc1 (stereo not drawn) | -8% | 16% | -6% | i | 0%
COc1ccccc1CNc1ccc2c(c1)CCC2 | ? | 49% | -12% | 1.1% | 2%
Nc1ccc(-c2nc3cc(N)ccc3n2CCO)cc1 | -4% | -20% | 4% | 0.3% | 20%
CC1CC(C)CN(C(=O)Cn2ncc3c([nH]c4ccccc43)c2=O)C1 (stereo not drawn) | 3% | -4% | 11% | 2.2% | 2%
COc1ccc(CN(CC(=O)NC2CCCCC2)C(=O)CCC(=O)Nc2nccs2)cc1 | -8% | -5% | 6% | 4.1% | 8%
COc1ccc(NC(=O)C2(c3ccc(NC(=O)c4ccc(OC(C)=O)cc4)cc3)CCCC2)cc1 | 0% | -8% | -6% | i | 2%
Cc1ccn2c(=O)nc(SCC(=O)NCc3ccccc3Cl)nc2c1 | -8% | 12% | -8% | 2.7% | -6%
CCNC(=S)N/N=C/c1ccc(F)cc1 | 3% | ? | . | . | 2%
CSc1ccc(C(=S)N2CCN(Cc3ccccc3)CC2)cc1 | -3% | -1% | 2% | i | -8%
O=C(CCCCCn1c(=O)[nH]c2ccccc2c1=O)N1CCN(Cc2ccc3c(c2)OCO3)CC1 | 59% | 12% | 1% | 7.2% | -4%
CC(C)CNC(=O)COC(=O)c1cccc(S(=O)(=O)NCC(F)(F)F)c1 | 5% | 47% | -14% | i | 5%
Cc1ccc(-n2c(SCC(=O)NC3CCS(=O)(=O)C3)nc3ccccc3c2=O)cc1C (stereo not drawn) | 1% | -2% | -12% | 5.6% | 3%
COc1ccccc1C(=O)Nn1c(C2CCC2)nc2ccccc2c1=O | 1% | -3% | 0% | 1.8% | 3%
O=C(Oc1ccc(Br)cc1C(=S)N1CCOCC1)c1ccc(F)cc1 | -1% | 49% | 1% | 3.5% | -4%
N#Cc1ccc(CC(=O)c2ccccc2)[nH]c1=O | . | . | 1% | 4.8% | .
COCCn1c(=O)[nH]c2cc(C(=O)Nc3ccc(OC)c(Cl)c3)ccc2c1=O | 2% | 7% | -6% | 2.9% | 9%
CCCNC(=O)c1ccc2c(c1)nc(C)n2-c1cccc(Cl)c1 | 5% | 15% | 21% | 1.3% | -8%
CCCCCCNC(=O)CC(c1ccccc1)c1cc(Br)ccc1O (stereo not drawn) | 0% | 33% | -6% | 8.0% | -1%
COc1ccc(C2=CSC3=NCCN23)cc1OC | -2% | 3% | 2% | 0.3% | -4%
O=C(NC(c1ccc(Cl)cc1)P(=O)(Oc1ccccc1)Oc1ccccc1)OCc1ccccc1 (stereo not drawn) | -1% | -14% | 3% | i | -4%
Nc1cccc(C(=O)OCC(=O)NC2CCCc3ccccc32)c1 (stereo not drawn) | -9% | . | -4% | 3.0% | -3%
COC(=O)c1c(C)[nH]c(C)c1-c1cccc([N+](=O)[O-])c1 | -5% | 32% | 2% | 2.1% | -7%
COC(=O)c1ccc2c(c1)C(C)(C)C(/C=C/c1ccc(OC)c(OC)c1OC)=[N+]2C | 0% | 10% | 4% | 6.8% | -20%
O=C(CNC(=O)c1ccccc1F)NCCc1ccccc1F | -7% | -5% | -13% | 0.4% | .
CCC1Oc2ccccc2N(CC(=O)NCCCN2CCC(C)CC2)C1=O (stereo not drawn) | -5% | -7% | -5% | 0.7% | -9%
COc1ccc(NC(=O)C(NCC(C)C)c2ccccc2)cc1Cl (stereo not drawn) | 0% | -6% | 0% | 0.8% | -11%
O=C(O)CCn1cc(/C=C/C(=O)c2ccc(Cl)cc2)c(-c2ccc(Br)cc2)n1 | 37% | 40% | 6% | 11% | -7%
O=C(NC1(C(F)(F)F)NC(=O)N(c2ccc(F)cc2)C1=O)c1ccncc1 (stereo not drawn) | -6% | -1% | -6% | i | -5%
CCc1ccc(OCc2nnc(SCC(=O)N3CCN(c4ccccc4)CC3)o2)cc1 | 2% | 78% | 4% | 0.7% | 14%
COC(=O)c1sccc1NC(=O)c1ccc(OC)c(OC)c1 | -1% | 16% | 3% | 0.5% | 3%
CC(=O)c1ccn(S(=O)(=O)c2ccccc2)c1 | 0% | 14% | 4% | 0.8% | -6%
Cc1cc(S(=O)(=O)NCc2ccccc2)ccc1OCC(=O)N1CCCC1 | -12% | -15% | -5% | 3.7% | 1%
COc1ccc(/C=C/C(=O)NC(=S)N2CCN(c3ccccc3OC)CC2)cc1 | 10% | 33% | 1% | 48% | 1%
O=C(COc1ccccc1[N+](=O)[O-])OCCCOC(=O)COc1ccccc1[N+](=O)[O-] | 1% | 14% | -9% | 1.9% | -10%
CCCc1cc(=O)oc2cc(C)cc(OC(C)C(=O)NCCN3CCOCC3)c12 (stereo not drawn) | -9% | -9% | 7% | 0.6% | -2%
CC1CCN(c2ccc(NC(=S)NC(=O)c3ccc(-c4cccc([N+](=O)[O-])c4)o3)cc2)CC1 | 7% | 60% | 6% | 2.0% | -6%
CC1CC(C)CN(C(=O)COC(=O)CNC(=O)C23CC4CC(CC(C4)C2)C3)C1 (stereo not drawn) | -2% | 4% | -4% | 0.1% | -2%
O=C(NCc1cccc(Cl)c1)N1CCN(S(=O)(=O)c2ccccc2F)CC1 | 3% | 8% | -7% | 5.3% | 5%
CN(C)C(CNC(=O)CCS(=O)(=O)c1ccccc1)c1ccccc1 (stereo not drawn) | 3% | -13% | -1% | i | 2%
O=C(O)CC(NC(=O)OCc1ccccc1)c1ccccc1 (stereo not drawn) | -5% | -6% | 11% | 0.5% | 3% | VEEV TC-83 Vero 10K pilot screen=1.4
CC(C)(C)CN1CCNC(=O)C1CC(=O)N1CCOc2ccccc2C1 (stereo not drawn) | -1% | 6% | 0% | 1.3% | -13%
CC(=O)N1c2ccc(N=Cc3cc(Br)cc(Br)c3O)cc2CC1C (stereo not drawn) | 2% | 47% | . | . | -17%
O=[N+]([O-])c1cc(F)c(N2CCCCC2)cc1N1CCOCC1 | -4% | -6% | 11% | i | -7%
CCc1ccc(S(=O)(=O)Nc2ccc(-c3ccc4nnc(C)n4n3)cc2)s1 | -5% | 26% | -10% | 9.5% | .
CCCCNC(=S)Nc1ccc2nc3n(c(=O)c2c1)CCCCC3 | -3% | ? | -6% | 0.5% | 10%
CCCCN(C(=O)CCSc1ccc(F)cc1)c1c(N)n(Cc2ccccc2)c(=O)[nH]c1=O | -1% | 15% | -8% | 4.8% | -1%
NC1=NC(=O)/C(=C\c2ccc(O)c([N+](=O)[O-])c2)S1 | ? | 55% | -12% | i | 2%
CC1=C(C#N)C(C(F)(F)F)(C(F)(F)F)N=C(c2ccco2)N1 | 1% | 3% | 0% | 10% | -2%
O=C(Nc1ccccc1C(=O)O)c1ccc2ccccc2n1 | 18% | 32% | 6% | 5.6% | 14%
The listing continues:
SMILES | H37Rv inhibition | tuberculosis growth | H1N1 NS1A inhibition | VEEV TC-83 Vero | PhoP GFP inhibition | others
CCCCN(C)CCNC(=O)c1cn(C)c(=O)c2c1c1ccccc1n2C | 2% | 8% | 21% | i | -10%
Cc1ccc(C)c(S(=O)(=O)/N=C2\C=C(NS(=O)(=O)c3ccccc3)C(=O)c3ccccc32)c1 | 5% | 23% | 14% | i | 2%
COc1ccc(-c2ccc(NS(=O)(=O)c3cc([N+](=O)[O-])c(C)c([N+](=O)[O-])c3)cc2)nn1 | -6% | 6% | -1% | 4.0% | -11%
COc1cc(S(=O)(=O)N(Cc2cccnc2)Cc2ccco2)ccc1-n1cnnn1 | -3% | 11% | 0% | i | -6%
CCN(c1ccccc1)S(=O)(=O)c1ccc(C(=O)NCCCN2CCOCC2)cc1 | -4% | 7% | 0% | 2.7% | .
Cc1noc(C)c1NC(=O)Nc1ccc2c(c1)C(=O)N([C@H](C)CO)C[C@H](C)[C@@H](CN(C)C(=O)Nc1ccccc1)O2 | 9% | 2% | -18% | 1.2% | .
CC(=O)N1c2ccc(S(=O)(=O)N3CCCC3)cc2CC1C(=O)NCc1cccc(F)c1 (stereo not drawn) | -4% | -5% | -8% | 1.0% | -4%
O=Cc1ccc2oc3nc4n(c(=O)c3c(=O)c2c1)CCCS4 | ? | ? | 0% | 3.9% | -3%
COC(=O)C1=C(c2ccc(OC)c(OC)c2)C[C@@H]2CC[C@H]1N2C(=O)NC1CCCCC1 | -4% | 18% | -45% | 0.2% | .
O=C(NCC1CCCO1)C1CCN(S(=O)(=O)c2ccc(Br)cc2)CC1 (stereo not drawn) | -2% | 9% | -9% | 7.2% | -2%
Cc1ccc(-n2c(=S)[nH]c3sc4c(c3c2=O)CCc2ccccc2-4)cc1 | 1% | -24% | -18% | i | -10%
COc1ccc(C2CC3(O)CC(C#N)(C(=O)N3)C2(C#N)C#N)cc1 (stereo not drawn) | -3% | -19% | -17% | i | 4%

The closing six compounds of the part before open the next one:
SMILES | H37Rv inhibition | tuberculosis growth | H1N1 NS1A inhibition | VEEV TC-83 Vero | PhoP GFP inhibition | others
CC(=O)N1c2ccc(S(=O)(=O)N3CCCC3)cc2CC1C(=O)NCc1cccc(F)c1 (stereo not drawn) | -4% | -5% | -8% | 1.0% | -4%
O=Cc1ccc2oc3nc4n(c(=O)c3c(=O)c2c1)CCCS4 | ? | ? | 0% | 3.9% | -3%
COC(=O)C1=C(c2ccc(OC)c(OC)c2)C[C@@H]2CC[C@H]1N2C(=O)NC1CCCCC1 | -4% | 18% | -45% | 0.2% | .
O=C(NCC1CCCO1)C1CCN(S(=O)(=O)c2ccc(Br)cc2)CC1 (stereo not drawn) | -2% | 9% | -9% | 7.2% | -2%
Cc1ccc(-n2c(=S)[nH]c3sc4c(c3c2=O)CCc2ccccc2-4)cc1 | 1% | -24% | -18% | i | -10%
COc1ccc(C2CC3(O)CC(C#N)(C(=O)N3)C2(C#N)C#N)cc1 (stereo not drawn) | -3% | -19% | -17% | i | 4%
COc1ccccc1OCCOc1ccccc1/C=N/n1cnnc1 | -2% | -1% | 8% | 2.2% | 4%
N#C/C(C(=O)N1CCCCC1)=C1\Nc2ccccc2S1 | 58% | ? | -10% | 1.9% | -10%
C=CCN(c1ccc(F)cc1)S(=O)(=O)c1cc(C(=O)OCC(=O)N(C)C2CCS(=O)(=O)C2)ccc1Cl (stereo not drawn) | 5% | 23% | 1% | 0.7% | 14%
COc1ccc(NC(=O)c2ccc(NS(=O)(=O)c3cccc4cccnc34)cc2)cc1 | -2% | 4% | 21% | 2.0% | 3%
COc1ccccc1-n1c(CNC(=O)c2ccco2)nnc1SCC(=O)Nc1ccc(F)cc1 | -1% | 3% | 2% | 0.9% | -4%
CCOc1ccc(NC(=O)c2cc(SC)ccc2Cl)cc1 | -1% | -7% | -3% | 1.9% | -10%
O=C(CNc1cccc(C(F)(F)F)c1)N/N=C/c1cn(-c2ccccc2)nc1-c1ccccc1 | 20% | 34% | 5% | 4.0% | -7%

Quoted at random: 2 compounds from above, in no set order.
SMILES | H37Rv inhibition | tuberculosis growth | H1N1 NS1A inhibition | VEEV TC-83 Vero | PhoP GFP inhibition | others
CCc1ccc(OCc2nnc(SCC(=O)N3CCN(c4ccccc4)CC3)o2)cc1 | 2% | 78% | 4% | 0.7% | 14%
CC1=C(C(=O)N(C)Cc2ccccc2)C2(CCC(C)CC2)OC1=O (stereo not drawn) | -4% | -5% | -5% | 2.8% | -9%
